OX1R antag-1 = OX1R (HCRTR1) antagonists, primary screen, fluorescence, CHO/OX1R cells, Fluo-8 calcium, orexin A; Orexin/Hypocretin receptor type 1 (Homo sapiens), O43613; Fluo-8 calcium fluorescence; inhibition, % at 5 µM; 330,000 compounds, 0.43% hits; AID 434989, 2010;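 active = inhibition above its plate's threshold, mean inhibition of all tested compounds on the plate plus 3 SD, cut at about 37% in these data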;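 also: 0% = orexin A challenge wells and 100% = SB-334867-A antagonist wells; not every result past the cut was called active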
Target sequence (O43613 whole entry, looked up): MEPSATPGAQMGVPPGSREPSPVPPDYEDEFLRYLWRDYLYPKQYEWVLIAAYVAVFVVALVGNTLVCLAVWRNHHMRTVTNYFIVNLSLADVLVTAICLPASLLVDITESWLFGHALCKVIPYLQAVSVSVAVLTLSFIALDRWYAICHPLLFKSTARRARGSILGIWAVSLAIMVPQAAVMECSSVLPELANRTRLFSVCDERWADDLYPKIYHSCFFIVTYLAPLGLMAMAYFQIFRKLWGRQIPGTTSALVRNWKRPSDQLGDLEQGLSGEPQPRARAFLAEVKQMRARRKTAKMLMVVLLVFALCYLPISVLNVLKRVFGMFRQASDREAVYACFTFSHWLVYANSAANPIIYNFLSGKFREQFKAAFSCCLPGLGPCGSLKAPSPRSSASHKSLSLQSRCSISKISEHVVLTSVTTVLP
CHT PAM = CHT positive allosteric modulators, primary screen, cell-based, membrane potential dye, choline EC20 | High affinity choline transporter 1 (Homo sapiens), Q9GZV3 | CHT-expressing cells; active compounds read high; LV-AA mutant CHT in HEK293 cells | B-score at 10 µM | 310,000 compounds, 0.49% hits | AID 488977, 2010;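 active = initial fluorescence not abnormally high and integrated response B-score, plate-corrected, over 3 SD above library mean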
Target sequence (Q9GZV3 whole entry, looked up): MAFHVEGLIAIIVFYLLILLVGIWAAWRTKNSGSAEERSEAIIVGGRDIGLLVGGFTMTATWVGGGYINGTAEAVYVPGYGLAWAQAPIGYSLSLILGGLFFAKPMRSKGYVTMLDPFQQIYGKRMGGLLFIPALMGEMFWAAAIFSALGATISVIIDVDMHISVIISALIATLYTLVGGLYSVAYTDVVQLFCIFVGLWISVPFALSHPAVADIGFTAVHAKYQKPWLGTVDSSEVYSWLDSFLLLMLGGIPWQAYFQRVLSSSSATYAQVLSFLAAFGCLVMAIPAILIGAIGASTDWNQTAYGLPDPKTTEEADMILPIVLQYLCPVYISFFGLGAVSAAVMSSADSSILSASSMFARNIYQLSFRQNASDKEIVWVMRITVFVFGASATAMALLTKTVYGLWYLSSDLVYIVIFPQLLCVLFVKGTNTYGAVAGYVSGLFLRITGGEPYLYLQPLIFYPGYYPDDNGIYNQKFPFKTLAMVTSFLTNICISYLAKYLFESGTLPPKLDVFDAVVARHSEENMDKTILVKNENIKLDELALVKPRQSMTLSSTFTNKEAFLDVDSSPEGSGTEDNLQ
OX1R antag-2 = antagonists of human orexin 1 receptor (OX1R) | inhibition, % at 6.6 µM | OX1R-expressing cells, FRET antagonist read-out | Orexin/Hypocretin receptor type 1 (Homo sapiens), O43613 | 330,000 compounds, 1.8% hits | AID 485270, 2010; in the data active = inhibition mostly above about 38%, no sharp cut-off; inactive = mostly below about 40%;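 also: 0% = agonist challenge alone and 100% = reference antagonist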
* hit, by the source's call; i = inactive; . = no result given.

smiles,OX1R antag-1,CHT PAM,OX1R antag-2
Cn1c(SCc2nnc(-c3ccc(F)cc3)o2)nnc1C1COc2ccccc2O1 (centres undefined),-7.3,i,14.6
Cc1c(OCC(=O)NC2CC(C)(C)NC(C)(C)C2)ccc2c1oc(=O)c1ccccc12,-10.9,i,43.0
CCCCc1c(O)nc(SCC(=O)NCCc2ccc(OC)c(OC)c2)[nH]c1=O,-2.4,i,11.6
COc1ccc(-n2nc(C(=O)Nc3ccc(OC)c(OC)c3)c3c4ccccc4n(C)c3c2=O)cc1,-35.1,i,14.4
CCOC(=O)N1CCN(c2cc(NCCC(=O)O)c3c4c(onc24)-c2ccccc2C3=O)CC1,-27.5,i,73.5*
CCOC(=O)c1c(NC(=O)c2cccs2)sc2c1CCC2,-15.1,i,-2.0
CN(c1ccccc1)S(=O)(=O)c1cccc(NC(=O)Cc2n[nH]c(=O)c3ccccc23)c1,36.1,.,5.3
Fc1cccc(CO/N=C/c2c(-c3ccccc3)nc3ccc(Cl)cn23)c1,-41.4,i,9.9

The results go on:
smiles,OX1R antag-1,CHT PAM,OX1R antag-2
O=C(CCc1nnc2ccc(NCc3ccco3)nn12)N1CCN(c2ccccc2F)CC1,-30.1,i,1.2
Cc1ccccc1C(=O)NC(=S)Nc1ccccc1C(F)(F)F,-12.5,i,11.3
CCN(CCCNC(=O)Cn1ncc2c([nH]c3ccc(C)cc32)c1=O)c1ccccc1,-11.4,i,-1.3
COc1ccc(C(=O)NC(=S)Nc2ccc3oc(=O)ccc3c2)cc1[N+](=O)[O-],-7.9,i,18.6
Cc1nc2sccn2c(=O)c1S(=O)(=O)N1CCN(c2ccc(F)cc2)CC1,-25.5,i,2.9
COc1ccc(C)cc1NC(=O)CCCNC(=O)Cn1cnc2sc(C)c(C)c2c1=O,-21.7,i,11.4
COc1ccc(OC)c(/C=C2\SC(=S)N(Cc3cccnc3)C2=O)c1,-16.9,i,5.9
CCOC(=O)C1CCN(C(=O)Nc2ccc3snnc3c2)CC1,-5.8,i,13.5

Remaining list, next part:
smiles,OX1R antag-1,CHT PAM,OX1R antag-2
COc1cc(=O)[nH]c(SCc2c(F)c(F)c(F)c(F)c2F)n1,-16.8,i,13.8
COc1cccc(Nc2nc(-c3sc(NC(=O)c4ccccc4)nc3C)cs2)c1,-21.9,i,42.1
COc1ccc(C(=O)NC(=S)Nc2ccc3c(c2)Cc2ccccc2-3)cc1,-5.1,i,10.6
O=C(c1ccc2c(c1)N(Cc1ccccc1F)C(=O)c1ccccc1S2(=O)=O)N1CCCC1,-39.5,i,13.7
O=C(Nc1ccc(Cl)c(Cl)c1)N1CCSC1c1ccco1 (centres undefined),3.3,i,20.8
CC1CCCC(C)N1C(=O)COC(=O)CNC(=O)c1ccc(Cl)cc1Cl (centres undefined),-12.7,i,7.2
O=C(NCc1ccc(F)cc1)C1CCCN1C(=O)NCc1ccccc1 (centres undefined),-10.2,i,30.6
COc1ccc(NC(=S)N(CCCN2CCOCC2)Cc2cn(C)c3ccccc23)cc1OC,-21.9,i,12.7

Later entries.
smiles,OX1R antag-1,CHT PAM,OX1R antag-2
COc1ccccc1CNC(=O)c1ccccc1NS(C)(=O)=O,-18.6,i,11.8
Cc1cccc(NC(=O)CCCCC(=O)Nc2cccc(C)c2)c1,-23.4,i,11.5
Cc1cc(OCC(=O)OCC(=O)N(C)Cc2ccccc2C)ccc1Cl,-1.1,.,-1.6
C/C(=N/NC(=O)CNc1ccc(C)cc1)c1ccc(Cl)cc1,-38.3,i,14.9
O=C(CCNS(=O)(=O)c1ccc(Br)s1)NCc1ccc2c(c1)OCO2,-11.6,i,15.5
COc1ccc(OC)c(CCNC(=O)CS(=O)(=O)Cc2nc(-c3ccc(C)cc3)oc2C)c1,-50.0,i,7.4
C#CCOc1c(Br)cc(/C=C2/C(=O)ON=C2C)cc1OC,11.9,i,6.7
CC(Sc1nnc(C(C)Oc2ccccc2F)o1)C(=O)NCc1ccc2c(c1)OCO2 (centres undefined),-4.0,.,10.6

Next section:
smiles,OX1R antag-1,CHT PAM,OX1R antag-2
Cc1ccc(NCC(O)C(O)C(O)CO)c(N=Nc2ccccc2)c1C (centres undefined),15.0,i,18.4
O=C(NCc1cccc(Cl)c1)c1cccc(S(=O)(=O)N2CCCCC2)c1,-19.0,.,9.0
Cc1ccc(N=C2N=C(N)c3ccccc32)c(C)c1,-0.2,i,17.7
CCCC(=O)Nc1nnc(/C=C/c2ccccc2)s1,-20.3,i,17.9
COc1nc(NS(=O)(=O)c2ccc(C)cc2)nc(C)c1Cl,-12.7,i,6.6
CCN(NC(=O)C(O)(c1ccc(F)cc1)c1ccc(F)cc1)C(=O)c1ccccc1,-9.2,i,10.1
CCOC(=O)N1CCN(C(=O)c2ccccc2N(Cc2ccccc2)S(=O)(=O)c2ccccc2)CC1,-24.7,i,34.8
S=C(NCCc1ccccc1)Nc1ccccc1Cl,3.3,i,19.5

The list goes on.
smiles,OX1R antag-1,CHT PAM,OX1R antag-2
O=C(CSc1ncn(-c2ccccc2)n1)Nc1nccs1,-11.1,i,17.6
COc1ccc(S(=O)(=O)NC(C)C(=O)NCC2CCCO2)cc1OC (centres undefined),-8.2,i,10.3
COC(=O)c1ccc(COc2ccc(-c3nnn(CC(N)=O)n3)cc2)cc1,-1.3,i,13.7
O=C(NCCO)c1ccc(CSc2nc3ccccc3[nH]2)cc1,-11.1,i,3.3
COC(=O)c1cc(Br)c(=O)n(Cc2ccc3c(c2)OCO3)c1,-19.8,i,8.2
Cc1cc(C)c(C#N)c(SCC(=O)Nc2ccccc2)n1,-18.2,i,1.7
COc1ccc(Cl)cc1NC(=O)CSc1nnc(Cn2c(=O)sc3ccccc32)n1C,9.2,i,9.7
COC(=O)c1ccc(N2CCN(S(=O)(=O)c3ccc(Br)cc3)CC2)c([N+](=O)[O-])c1,-9.0,i,24.6

Next entries:
smiles,OX1R antag-1,CHT PAM,OX1R antag-2
O=C(CN(C(=O)CCNC(=O)c1ccco1)c1ccccc1)NC1CCCC1,-1.3,i,-1.0
C(=C\c1ccccc1)/C=N/n1cnnc1,-2.2,i,24.6
Cc1ccc(C(=O)OCC(=O)N2CCOCC2)c(C)c1,-7.7,i,3.3
C/C(=N\Nc1nc(N)cc(Cl)n1)c1cccc(N)c1,-26.5,i,17.9
Cc1cccc(-c2nsc(SCC(=O)Nc3cc(C)on3)n2)c1,-18.8,i,8.4
COc1ccc(CNC(=O)C2CCC(=O)N2C(C)C)c(OC)c1 (centres undefined),-16.2,i,11.4
CCCn1c(SCC(=O)Nc2ccccc2Cl)n[nH]c1=O,-8.7,i,8.0
CCOC(=O)c1sc(NC(=O)COC(=O)C(CCSC)NC(C)=O)nc1C (centres undefined),-5.0,i,12.8

Carrying on:
smiles,OX1R antag-1,CHT PAM,OX1R antag-2
NS(=O)(=O)c1ccc(Nc2nc(-c3ccc(O)cc3)cs2)cc1,7.1,i,11.8
CCOC(=O)C1C(=O)NC(SCC(=O)Nc2nccs2)=C(C#N)C1c1ccccc1OCC (centres undefined),-13.0,i,5.8
CCOc1ccc(C)cc1S(=O)(=O)N1CCCCC1,-7.5,i,19.8
C#CCn1c(=NC(=O)CN2C(=O)CCC2=O)sc2cccc(OC)c21,-21.5,i,7.7
CN1CCN(CCCOc2ccc(-c3ccccc3)cc2)CC1,-21.5,i,4.1
Cc1cc(C)c2c(-n3cccc3)c(C(=O)NNS(=O)(=O)c3ccc(Br)cc3)sc2n1,-44.7,i,16.0
Cc1ccc(Sc2ccc(N)cc2C#N)cc1,-8.3,i,13.8
CC1=CC(C)(C)n2c(O)c(N=NC(N)=S)c3c(C)ccc1c32,2.1,i,7.2

Carrying on.
smiles,OX1R antag-1,CHT PAM,OX1R antag-2
C=CCNc1nc(Cl)nc(Nc2ccc(OC)cc2OC)n1,-32.3,i,16.8
COc1ccccc1OCc1cc(-c2ccccc2)no1,-15.0,i,25.8
CCc1ccc(OCCNC(=O)c2cc(SC)ccc2Cl)cc1,-18.6,i,3.1
O=C(NNC(=O)C12CC3CC(CC(C3)C1)C2)c1cccc(O)c1,-6.1,i,9.5
CCCn1c2c(c(=N)c3c1CCC3)CCC2,-14.1,6.55*,7.3
CCCCCn1c(Br)nc2c1c(=O)n(CC(N)=O)c(=O)n2C,-6.0,i,26.1
CCCCNC(=O)/C(C#N)=C/c1ccc(F)cc1F,-17.2,i,24.6
CCc1ccc(-n2c(C)cc(/C=N/NC(=O)c3ccncc3)c2C)cc1,-12.1,i,13.9

(listing goes on)
smiles,OX1R antag-1,CHT PAM,OX1R antag-2
COc1ccc(-c2c(C(F)(F)F)nn(C)c2NC(C)=O)cc1,6.1,i,13.8
CCc1cccc(C)c1NC(=O)Cc1ccsc1,-2.2,i,18.6
Cc1cccc(NS(=O)(=O)c2cccc([N+](=O)[O-])c2)n1,-5.0,i,39.8
CC(Oc1ccc2c(-c3ccccc3)cc(=O)oc2c1)C(=O)N[C@H](Cc1c[nH]c2ccccc12)C(=O)O (some centres undefined),-2.9,i,9.9
O=C(Nc1cccc2nsnc12)C1CC(=O)N(c2ccccc2)C1 (centres undefined),-8.3,i,45.5
O=C(N/N=C/c1ccc2cccc(OCc3ccccc3)c2n1)c1ccc(Cl)cc1,-2.0,i,79.2*
COCCNC(=O)c1ccccc1NC(=O)c1ccccc1SC,-14.3,i,24.8
Cc1ccc(Oc2nc3ccccc3n3cccc23)cc1,-23.2,i,10.8

Additional structures:
smiles,OX1R antag-1,CHT PAM,OX1R antag-2
Cc1cccc(C(=O)NCC(=O)OCC(=O)N(C)CC(=O)Nc2ccccc2Cl)c1,-27.3,.,6.8
Cc1[nH]c(=O)c(C#N)c2c1CSC(C)(C)C2,1.6,i,1.4
CCCS(=O)(=O)N1CCN(c2ccccc2F)CC1,-22.2,i,16.6
CCOC(=O)C1CCN(C(=O)COC(=O)CSc2ccccc2C)CC1,-0.2,.,2.2
COC(=O)C(NS(=O)(=O)c1ccc(C)cc1)c1ccccc1 (centres undefined),-16.2,i,8.4
CCOC(=O)C(=CN=C(N)Nc1nc2ccccc2o1)C(=O)OCC,-18.5,i,6.8
CCn1c(NN)nc2sc3c(c2c1=O)CCC3,-22.0,i,5.7
CC(=O)C1=C(C)NC(SCC(=O)c2ccc(-c3ccccc3)cc2)=C(C#N)C1c1cccnc1 (centres undefined),10.9,i,8.7

Next part:
smiles,OX1R antag-1,CHT PAM,OX1R antag-2
Cc1ccc(-c2csc(=Nc3cccnc3)n2CCCn2ccnc2)cc1C,-14.6,i,49.1
COCCN(CCOC)S(=O)(=O)c1ccc(C(=O)Nc2nnc(C)o2)cc1,-14.6,i,10.2
CCOCCCNC(=S)N1C2CCC1CC(NC(=O)NC13CC4CC(CC(C4)C1)C3)C2 (centres undefined),-25.7,i,9.5
O=C(N/N=C/C=C/c1ccc2c(c1)OCO2)c1ccc([N+](=O)[O-])cc1,-5.7,i,19.0
O=C(N/N=C/C=C/c1ccccc1)C(O)c1ccccc1 (centres undefined),2.9,i,35.2
CC1CC(CC(C)C(=O)Nc2nncs2)C(=O)O1 (centres undefined),6.2,i,-1.3
COc1ccc(C(C(=O)NC2CCCCC2)N(Cc2cccnc2)C(=O)c2snc(C(N)=O)c2N)cc1 (centres undefined),-14.7,i,25.8
COc1cccc(NC(=O)C(C)(C)C)c1,-2.4,i,8.0

Later entries:
smiles,OX1R antag-1,CHT PAM,OX1R antag-2
Cn1nc(C(C)(C)C)cc1NC(=O)Nc1cc(Cl)cc(Cl)c1,11.9,i,16.6
Cc1ccccc1OCC(=O)NN1C(=O)C2C3C=CC(O3)C2C1=O (centres undefined),-3.4,i,33.7
COc1cc(NC(=O)c2ccccc2)c(OC)cc1Cl,-30.4,i,17.1
Cc1ccc(-c2nn(-c3ccccc3)cc2/C=N/O)cc1,2.6,i,13.2
C=CCN(CC(=O)Nc1cccnc1)S(=O)(=O)c1ccc(Cl)cc1,-24.3,.,9.4
COc1cc(-n2c(=O)c3ccccc3n(Cc3cccnc3)c2=O)cc(OC)c1OC,-8.8,i,4.8
COc1cc([N+](=O)[O-])cc(/C=N/NC(=O)Cn2cncn2)c1O,-11.7,i,20.8
COc1ccc(N(C)C(=O)c2cc3c(s2)-c2ccccc2OC3)c(OC)c1,-21.3,i,16.3

6 compounds picked at random from those above, as already listed:
smiles,OX1R antag-1,CHT PAM,OX1R antag-2
Cc1ccccc1OCC(=O)NN1C(=O)C2C3C=CC(O3)C2C1=O (centres undefined),-3.4,i,33.7
C=CCN(CC(=O)Nc1cccnc1)S(=O)(=O)c1ccc(Cl)cc1,-24.3,.,9.4
COc1cc(-n2c(=O)c3ccccc3n(Cc3cccnc3)c2=O)cc(OC)c1OC,-8.8,i,4.8
Cn1nc(C(C)(C)C)cc1NC(=O)Nc1cc(Cl)cc(Cl)c1,11.9,i,16.6
COc1ccc(N(C)C(=O)c2cc3c(s2)-c2ccccc2OC3)c(OC)c1,-21.3,i,16.3
Cc1ccc(-c2nn(-c3ccccc3)cc2/C=N/O)cc1,2.6,i,13.2

(cont.)
smiles,OX1R antag-1,CHT PAM,OX1R antag-2
COC(=O)C1=C(C)N(C)C(=S)NC1c1ccccc1 (centres undefined),0.9,i,2.6
COc1ccc(/C=N/NC(=O)Cc2cc(OC)c(OC)cc2[N+](=O)[O-])cc1,-14.9,i,15.6
COCCNC(=O)CCCC(=O)NCCOC,3.8,i,4.0
Cc1ccc(CNC(=O)c2cc(S(=O)(=O)N3CCCCC3)ccc2N2CCOCC2)cc1,-17.7,.,6.0
CNC(=O)C1CCN(S(=O)(=O)c2c(C)noc2/C=C/c2ccc(C)cc2)CC1,-13.9,i,16.6

High-throughput results as filed in PubChem.
